Lipid droplet – inhibitors of hepatocyte lipid droplet formation, primary screen, imaging, high-throughput imaging, BODIPY stain | AML12 mouse hepatocytes, oleate lipid droplets | inhibition, % at 6.5 µM | 240,000 tested, 0.4% active;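 active = lipid droplet intensity inhibited by at least 50%, with more than 500 cells counted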
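Material – AML12 mouse liver cells · Also added – oleate loading, 100 µM · Compound dosing – 6.5 µM single-point dosing · Times – overnight treatment with compound plus oleate · Measured by – fluorescence imaging, 20x objective, two fields per well · Read-out – percent inhibition of filter-corrected integrated lipid droplet intensity per well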
Lipid droplet cells 6.5 µM – recorded beside Lipid droplet, whose call it bears; cell count; measured here: cell count, cytotoxicity flag;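 cells counted across two imaged fields per well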
An asterisk follows results filed as active. These rows are one share of the data; rates above refer to the full screens.

SMILES | Lipid droplet | Lipid droplet cells 6.5 µM
Cc1ccc(NC(=S)c2ccncc2)cc1 | 5 | 722
O=C(CN(C(=O)c1csnn1)c1ccc(Br)cc1)NC1CCCC1 | 2 | 837
O=C1NC2(CCCCCC2)C(=O)N1Cc1ccccc1F | 5 | 424
CC(C)(Oc1ccc(Cl)cc1)C(=O)N1CCN(C(=O)c2ccco2)CC1 | 8 | 744
COc1ccc(C)cc1CN1C(=O)c2ccccc2C1=O | -13 | 832
Cc1cc(C)c(S(=O)(=O)Nc2ncn[nH]2)cc1C | -1 | 784
COc1ccc(N2C(=O)CC(Sc3nc(C)cc(C)n3)C2=O)cc1OC (configuration not stated) | 15 | 799
CCC(C(=O)OC)n1cnc2scc(-c3ccc(C)cc3)c2c1=O (configuration not stated) | -17 | 843
Cc1onc(-c2ccccc2)c1C(=O)Nc1nnc(C(C)C)s1 | 9 | 800
CC(C)CCN1C(Nc2ccccc2)=NC[C@@H]1CC(C)C | -8 | 778
CC(C)c1ccc(NC(=O)CNC(=O)Cn2ccc3ccccc3c2=O)cc1 | -3 | 773
CC(C)C[C@H](NC(=O)C1CC(=O)N(c2ccc3c(c2)OCCO3)C1)C(=O)NC1CCCC1 (some centres not stated) | 6 | 755
O=C(Nc1nnc(S(=O)(=O)N2CCOCC2)s1)c1ccccc1 | -1 | 738
COc1cccc(CNC(=O)c2nnn(CC(=O)Nc3c(C)cccc3C)c2N)c1 | 15 | 717
CCC1=C([N+](=O)[O-])C(c2ccc3c(c2)OCO3)NC(=O)N1 (configuration not stated) | -12 | 786
Cc1nc(C)c(-c2ccc(SCC(=O)Nc3cccc(Cl)c3)nn2)s1 | 7 | 673
O=C(O)CSc1nnc(COc2ccccc2)n1-c1ccccc1 | 0 | 767
Cc1onc(-c2ccccc2)c1C(=O)Nc1ncc([N+](=O)[O-])s1 | -28 | 795
O=C(Nc1ccnn1C1CCN(Cc2ccc(Cl)cc2)CC1)C1CCCC1 | -1 | 708
N#CC1=C(N)Oc2cc(N)ccc2C1c1ccc(Cl)cc1 (configuration not stated) | 1 | 834
COc1ccc(CCNC(=O)c2ccc3nc[nH]c3c2)cc1 | 2 | 735
COc1ccc(C2(C)CC(=O)NC2=O)cc1 (configuration not stated) | -1 | 400
CCOc1ccc(NC(=O)CSc2nc(NS(=O)(=O)c3ccc(C)cc3)cc(=O)[nH]2)cc1 | 19 | 766
COc1cccc(NC(=O)c2ccc3c(c2)OCCO3)c1 | -18 | 806
CN1CCN(S(=O)(=O)c2ccc(NC(=O)c3ccccc3F)cc2)CC1 | 18 | 826
COc1ccc(N2CCN(C(=O)c3cc(C)on3)CC2)cc1 | 56* | 811*
c1ccc2c(NCCc3c[nH]c4ccccc34)c3ccccc3nc2c1 | -4 | 717
COc1ccccc1CN1CCN(C(c2ccccc2)c2ccccc2)CC1 | -9 | 762
COc1cc(CO)ccc1OCC(=O)Nc1cccc2ccccc12 | 20 | 671
COc1ccccc1C(=O)NC(=S)Nc1ccc(N2CCN(C(=O)c3ccco3)CC2)cc1 | -26 | 666

In the list so far, these have an NH in an aromatic ring.
SMILES | Lipid droplet | Lipid droplet cells 6.5 µM
Cc1cc(C)c(S(=O)(=O)Nc2ncn[nH]2)cc1C | -1 | 784
COc1ccc(CCNC(=O)c2ccc3nc[nH]c3c2)cc1 | 2 | 735
CCOc1ccc(NC(=O)CSc2nc(NS(=O)(=O)c3ccc(C)cc3)cc(=O)[nH]2)cc1 | 19 | 766
c1ccc2c(NCCc3c[nH]c4ccccc34)c3ccccc3nc2c1 | -4 | 717

The listing continues:
SMILES | Lipid droplet | Lipid droplet cells 6.5 µM
CCC(C)N(C(=O)CCC(=O)Nc1cc(C)on1)C(C(=O)NC(C)(C)C)c1ccccc1Cl (configuration not stated) | -5 | 552
CCn1cnc2scc(-c3ccc(OC)cc3)c2c1=O | 2 | 826
COC(=O)CN1C(=O)COc2ccc(S(=O)(=O)N3CCCCCC3)cc21 | 32 | 702
COc1ccc(N(CC(=O)N2CCOCC2)S(C)(=O)=O)cc1 | -2 | 817
COc1ccc(C2=NS(=O)(=O)N(C)C(C(=O)NCc3ccc(F)cc3)=C2)cc1OC | -7 | 730
Cc1ccc(NC(=O)CSCc2cc(=O)n3ccsc3n2)cc1 | 6 | 757
CCC(C)(C)NC(=O)C(OC(=O)c1ccco1)c1ccccc1F (configuration not stated) | -6 | 836
CCOC(=O)[C@H]1[C@H]2COc3cc(OC)ccc3[C@@H]2N2C(=O)N(c3cccc(Cl)c3)C(=O)[C@@]12C | -19 | 774
COc1ccc(CCC(=O)NNC(=O)c2cc(Cl)ccc2OC)cc1 | 4 | 779
CC1=C(C)CC(C(=O)NCc2cccc(Cl)c2)C(C(=O)O)C1 (configuration not stated) | -12 | 801
COc1ccc(N(CC(=O)NC2CCCC2)C(=O)Cn2nnc(-c3ccc(OC)c(OC)c3)n2)c(OC)c1 | -23 | 831
N#C/C(=C\c1c(Oc2ccccc2Cl)nc2ccccn2c1=O)C(=O)NC1CCS(=O)(=O)C1 (configuration not stated) | 2 | 767
O=C(NCC1CCCO1)c1nn2c(C(F)(F)F)cc(-c3ccco3)nc2c1Cl (configuration not stated) | -6 | 748
CCCn1c(SC(C)C(=O)NCC2CCCO2)nc2sc(CC)cc2c1=O (configuration not stated) | 2 | 814
CC(=O)c1ccc(OC(=O)/C=C/c2ccccc2)cc1 | 2 | 809

Given as a markdown table: part of the list above.
| Molecule | Lipid droplet | Lipid droplet cells 6.5 µM |
| --- | --- | --- |
| COc1ccc(CCC(=O)NNC(=O)c2cc(Cl)ccc2OC)cc1 | 4 | 779 |
| CCCn1c(SC(C)C(=O)NCC2CCCO2)nc2sc(CC)cc2c1=O (configuration not stated) | 2 | 814 |

6 entries out of the list, arranged by SMILES length, descending:
SMILES | Lipid droplet | Lipid droplet cells 6.5 µM
CC(C)(Oc1ccc(Cl)cc1)C(=O)N1CCN(C(=O)c2ccco2)CC1 | 8 | 744
CN1CCN(S(=O)(=O)c2ccc(NC(=O)c3ccccc3F)cc2)CC1 | 18 | 826
Cc1nc(C)c(-c2ccc(SCC(=O)Nc3cccc(Cl)c3)nn2)s1 | 7 | 673
CCC(C(=O)OC)n1cnc2scc(-c3ccc(C)cc3)c2c1=O (configuration not stated) | -17 | 843
COc1ccc(N2CCN(C(=O)c3cc(C)on3)CC2)cc1 | 56* | 811*
O=C1NC2(CCCCCC2)C(=O)N1Cc1ccccc1F | 5 | 424

(continued)
SMILES | Lipid droplet | Lipid droplet cells 6.5 µM
COc1cccc(OCc2cc(C(=O)N(C)CCOc3ccc(C)cc3)no2)c1 | -52 | 763
CC1CCN(S(=O)(=O)c2cn(CC(=O)Nc3cccc(C#N)c3)cn2)CC1 | 7 | 708
CCN(C(=O)CCc1nnc2ccc(NCc3ccco3)nn12)c1ccccc1 | -9 | 682
NC(Cc1c[nH]c2ccc(OCc3ccccc3)cc12)C(=O)O (configuration not stated) | -4 | 791
NS(=O)(=O)c1ccc(CNS(=O)(=O)c2ccc3c(c2)OCCO3)cc1 | 1 | 741
O=C(CCc1ccccc1)NNC(=O)Nc1ccc(Br)cc1 | -2 | 635
COc1ccc(NC(=O)CSc2nncc(=O)n2N)cc1OC | 10 | 854
NNc1nc2ccccc2c(=O)n1Cc1ccccc1 | 0 | 817
Cc1ccc(NC(=O)CNC(=O)c2ccco2)cc1 | 23 | 667
COC(=O)c1cc(S(=O)(=O)N2CCN(c3ccc([N+](=O)[O-])cc3)CC2)c[nH]1 | 18 | 724
Cc1ccc(Cl)cc1N1CCN(C(=O)C(C)n2ncn3cccc3c2=O)CC1 (configuration not stated) | -10 | 711
COc1ccc(S(=O)(=O)N2CCOCC2)cc1N(C)S(=O)(=O)c1ccc(C)cc1 | -6 | 738
Cc1cccc2c1c(N=NC(N)=S)c(O)n2C1OC(CO)C(O)C(O)C1O (configuration not stated) | 1 | 787
CN(C)C(=O)NC1c2ccccc2-c2ccccc21 | -3 | 810
Cc1cccc2[nH]c(CN(C)C(=O)C3CCC(=O)N(C4CC4)C3)nc12 (configuration not stated) | -3 | 668
COc1cccc(C(=O)Oc2ccc3ccc(O)cc3c2)c1 | 2 | 805
C/C(=N/OC(=O)c1ccc(Br)cc1)c1ccc(C)cc1 | -1 | 886
CC(C)N1CCc2c(sc(NC(=O)c3ccc([N+](=O)[O-])o3)c2C(N)=O)C1 | -37 | 768
CSc1nnc(NC(=O)C23CC4CC(CC(C4)C2)C3)s1 | 8 | 716
Cc1ccc(NC(=O)CNC(=O)c2ccco2)nc1 | -4 | 670
Cc1ccc(C(=O)C2=C(O)C(=O)N(Cc3ccco3)C2c2ccc(N(C)C)cc2)o1 (configuration not stated) | -7 | 693
C/C(=N\NC(=O)c1nnn(-c2nonc2N)c1-c1ccccc1)c1ccccc1O | -3 | 849
Cn1ncc(Br)c1C(=O)NC1CCCCCCC1 | -2 | 839
Clc1ccccc1OCCCOc1cccc2cccnc12 | -1 | 763
CCN1CCN(Cc2nnc(-c3ccc(C)cc3)o2)CC1 | -3 | 785
C/C(=N\NC(=O)c1nnn(-c2nonc2N)c1C(C)C)c1ccncc1 | -3 | 791
Cc1c(S(=O)(=O)NC(C)c2ccccc2)c(=O)n(C)c(=O)n1C (configuration not stated) | -6 | 692
O=C(c1cc2ccccc2o1)N1CCN(Cc2ccccc2)CC1 | 0 | 845
CCC(C)NC(=O)NC(=O)CSc1nnc(-c2ccccc2F)n1C1CC1 (configuration not stated) | 2 | 821
Nc1nonc1C(=O)N/N=C/c1cc2c(cc1[N+](=O)[O-])OCO2 | -3 | 829
COc1ccccc1N(CC(=O)NCc1ccco1)S(=O)(=O)c1ccc(C)cc1 | -20 | 808
Cc1coc2c(C)c3oc(=O)c(CCC(=O)NCCCN4CCCC4=O)c(C)c3cc12 | -6 | 808
CCOc1ccc(N(C)S(=O)(=O)c2cnc[nH]2)cc1 | -2 | 722
O=C(CNC(=O)[C@@H]1Cc2ccccc2CN1)Nc1ccc2c(c1)OCO2 | 1 | 676
CC1CC(C)CN(S(=O)(=O)N2CCCC(C(=O)NCCCN3CCOCC3)C2)C1 (configuration not stated) | 5 | 806
NC(=O)C1CCN(c2nc3c(S(=O)(=O)c4ccccc4)nnn3c3ccccc23)CC1 | -10 | 708
COCCn1c(SCC(=O)Nc2ccccc2F)nc2c(c1=O)SCC2 | -5 | 703
c1ccc(NCc2ccncc2)cc1 | 55* | 917*
CN(CC(=O)Nc1ccccc1Br)C(=O)c1cccc([N+](=O)[O-])c1 | 14 | 763
Cc1coc2cc3oc(=O)c(CC(=O)N(C)CC(=O)O)c(C)c3cc12 | -3 | 817
CCOC(=O)N1CCN(CC(O)c2c[nH]c3ccc(OC)cc23)CC1 (configuration not stated) | 0 | 810
O=C1c2c(Br)c(Br)c(Br)c(Br)c2C(=O)N1c1ccccn1 | 2 | 826
CC1Cc2ccccc2N1C(=O)CCS(=O)(=O)c1ccc2c(c1)NC(=O)CS2 (configuration not stated) | -4 | 698
Cc1ccc(NC(=O)CN2CCCC2)cc1 | 1 | 817
O=C(O)c1ccc(CSc2nnc(-c3ccc(Cl)cc3)o2)cc1 | 1 | 807
COC(=O)C(Cc1ccc(O)cc1)NC(=O)C1CCN(S(=O)(=O)c2ccc(C)cc2)CC1 (configuration not stated) | 2 | 836
Cc1ccc(N2CC(C(=O)Nc3nnc(SCC(N)=O)s3)CC2=O)cc1C (configuration not stated) | -1 | 843
O=C(CN(C(=O)c1csnn1)c1cccc(C(F)(F)F)c1)NCc1ccc(F)cc1 | -10 | 769
NC(=O)C(c1ccc(F)cc1)c1ccc(C(=O)c2ccccc2)cc1 (configuration not stated) | -16 | 748
COc1ccc(-n2nc(C(=O)NCC(=O)N(C)Cc3ccccc3)c3ccccc3c2=O)cc1 | -3 | 797
COc1ccc(OC)c(C2=NS(=O)(=O)N(C)C(C(=O)Nc3cccc(C(C)=O)c3)=C2)c1 | -3 | 752
COC(=O)c1ccc(N2CCN(C)CC2)c(NC(=O)c2cccs2)c1 | -1 | 723
CCCn1cnnc1CNC(=O)C1CCC(=O)N(CCCc2ccccc2)C1 (configuration not stated) | -15 | 725
CCOC(=O)N1CCN(C(=O)CN(CC)S(=O)(=O)c2cc(C)ccc2OC)CC1 | -14 | 777
COc1ccc(CNC(=O)CNC(c2ccccc2)c2ccccc2)cc1OC | -6 | 757
CCc1ccc(NC(=O)C2CCN(C(=O)N3CCOc4ccccc43)CC2)cc1 | 9 | 736
N[C@@H](Cc1ccccc1)C(=O)N1CCC(C(=O)NCC(=O)Nc2ccc(F)cc2)CC1 | -3 | 674
CCc1cccc2c(C(=O)C(NCCCOC)c3ccccc3)c[nH]c12 (configuration not stated) | -14 | 788
COc1ccc(OC)c(C2=NO[C@@](CC(=O)O)(C(=O)Nc3ccc4c(c3)OCCO4)C2)c1 | -5 | 678
CCN1CCN(Cc2nc3cc(NC(=O)COc4ccc([N+](=O)[O-])cc4)ccc3n2C)CC1 | -8 | 742

Next section
SMILES | Lipid droplet | Lipid droplet cells 6.5 µM
O=C(Nc1ccnn1C1CCN(Cc2ccc(CO)o2)CC1)c1ccc2c(c1)OCO2 | -23 | 827
CC(Sc1nnc(-c2ccccc2F)n1C1CC1)C(=O)NC(N)=O (configuration not stated) | 13 | 776
Cc1cc(N2C(=O)C(O)=C(C(=O)c3cc4ccccc4o3)C2c2cccs2)no1 (configuration not stated) | -2 | 702
O=C(COC(=O)c1ccccc1[N+](=O)[O-])NCCCc1ccccc1 | -3 | 823
Cc1ccc(NC(=O)c2nnn(CC(=O)Nc3ccc4c(c3)OCO4)c2N)cc1C | 2 | 738
O=C(CNC(=O)c1ccc(Br)o1)NCc1ccc(Cl)cc1Cl | -1 | 718
O=C(NCc1ccccc1)N1CCN(c2ccccc2)CC1 | -10 | 853
COc1ccc(OC)c(C2NC(=O)NC(C)=C2C(=O)OC2CCCCC2)c1 (configuration not stated) | -6 | 808
COc1cnc(-c2ccccn2)nc1N(C)c1ccccc1 | -14 | 822

Bioassay records: PubChem, Sanford-Burnham Center for Chemical Genomics
